Screening results: PubChem, National Center for Advancing Translational Sciences (NCATS)
TDP1 inh = inhibitors of human tyrosyl-DNA phosphodiesterase TDP1 | recombinant TDP1, AlphaScreen DNA substrate cleavage | hit rate 0.28% among 350,000 | Potency, µM (titrated, usually from 130 µM), for inactives: top-dose activity change, negative = inhibition, actives largely listed as inhibitors | Q9NUW8; further: nearly all actives have a fitted effect of over 40% in size
Target sequence (Q9NUW8 whole entry, looked up): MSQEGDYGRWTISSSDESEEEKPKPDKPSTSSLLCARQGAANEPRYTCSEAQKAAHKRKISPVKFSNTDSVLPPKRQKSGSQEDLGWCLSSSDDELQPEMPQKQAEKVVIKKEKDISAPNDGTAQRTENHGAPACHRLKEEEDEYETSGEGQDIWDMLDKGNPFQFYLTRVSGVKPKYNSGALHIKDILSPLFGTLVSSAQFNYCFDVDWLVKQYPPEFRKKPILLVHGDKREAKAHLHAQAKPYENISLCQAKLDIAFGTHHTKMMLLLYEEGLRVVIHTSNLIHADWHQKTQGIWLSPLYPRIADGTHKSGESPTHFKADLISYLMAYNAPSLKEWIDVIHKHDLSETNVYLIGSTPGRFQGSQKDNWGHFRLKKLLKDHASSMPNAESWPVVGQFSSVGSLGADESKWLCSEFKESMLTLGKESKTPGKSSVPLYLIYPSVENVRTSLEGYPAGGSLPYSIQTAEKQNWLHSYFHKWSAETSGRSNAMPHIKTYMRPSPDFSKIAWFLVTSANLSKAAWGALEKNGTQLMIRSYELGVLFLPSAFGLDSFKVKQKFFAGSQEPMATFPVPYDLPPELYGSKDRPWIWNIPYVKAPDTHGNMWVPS
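AlphaScreen read-out: signal falls as enzyme removes the 3' tyrosine-FITC from a 5'-biotinylated DNA oligo (15 nM, 5 min, RT). Enzyme was E. coli-made recombinant Tdp1 at 1 nM, exposed to compound for 15 min beforehand; beads 10 ug/ml, 10 min.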
FEN1 inhibitor = inhibitors of human flap endonuclease 1. P39748. Recombinant FEN1 flap cleavage, fluorescence, 15 min. Potency, µM (series often up to 114 µM), without a hit: at the top dose activity change, negative = inhibition, actives largely listed as inhibitors. hit rate 0.35% among 390,000; further: nearly all actives have a fitted effect of over 65% in size
Target sequence (P39748 whole entry, looked up): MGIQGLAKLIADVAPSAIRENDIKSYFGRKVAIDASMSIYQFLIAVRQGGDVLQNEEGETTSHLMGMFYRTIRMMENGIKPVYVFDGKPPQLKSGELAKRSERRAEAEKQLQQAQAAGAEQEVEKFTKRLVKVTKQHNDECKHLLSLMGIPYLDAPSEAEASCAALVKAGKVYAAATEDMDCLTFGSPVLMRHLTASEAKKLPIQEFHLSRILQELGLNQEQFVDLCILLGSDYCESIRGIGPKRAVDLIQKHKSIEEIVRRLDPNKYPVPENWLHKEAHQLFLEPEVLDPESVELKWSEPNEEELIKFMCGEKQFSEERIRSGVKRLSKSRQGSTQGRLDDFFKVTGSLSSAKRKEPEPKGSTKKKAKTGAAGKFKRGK
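Reaction started by adding substrate (50 nM final) to 10 nM enzyme after 15 min room-temperature compound preincubation. Reads at 0 and 15 min, with data normalized and fitted to a four-parameter Hill equation.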
N370S GC = N370S glucocerebrosidase modulation, Gaucher chaperone candidate; P04062; N370S GC spleen homogenate, 4MU-glucoside fluorescence; Potency, µM (top dose mostly 59.4 µM), for inactives: top-dose activity change, negative = inhibition, hits mostly inhibitors; hit rate 0.092% among 330,000; AID 2101;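 further: 0% = full enzyme activity and -100% = no enzyme basal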
Active calls of the source: *; ? = inconclusive; . = no result given; & = joins results of further samples; [ ] = remark or other dose. The call rests on the fitted dose curve; in most records, active means well fitted curve in the direction sought with a large enough effect; inconclusive means small, poorly fitted or top-dose-only effect, or another doubt; inactive means no such curve, though single readings can be large; an effect the other way counts as inactive or inconclusive. Unless noted, on the % scale 0 is the no-effect control and ±100 the full control effect; potency means the concentration at half of the fitted maximal effect.

SMILES	TDP1 inh	FEN1 inhibitor	N370S GC
Fc1ccc(Cn2cccc2C2=NC(c3ccccc3)CO2)cc1 (stereo not drawn)	5%	-3%	0%
Cc1cc(-c2ccco2)n2c(nc3ccccc32)c1C#N	1%	-4%	19%
O=C(Nc1ccc(F)cc1)NC1CCN(Cc2c(F)cccc2Cl)CC1	4%	-9%	-10%
O=C(CCSCCc1ccccn1)Nc1cccc([N+](=O)[O-])c1	5%	6%	-3%
CCC1CCCCN1CCCNC(=O)c1ccc2c(c1)NC(=O)CS2 (stereo not drawn)	0%	5%	-1%
CC(C)(C)N1C(=O)Cc2c1nc(N)c1c(N)nc(N3CCCCC3CO)c(C#N)c21 (stereo not drawn)	5%	-3%	-9%
CC1CCN(S(=O)(=O)c2ccc(C(=O)Nc3ccccn3)cc2)CC1	.	-3%	-8%
COc1cc(SC)ccc1C(=O)N1CCC(Cc2ccccc2)CC1	9%	?	4%
CCOC(=O)c1c(Cc2ccc(Cl)cc2)c[nH]c1C	4%	89µM*	-2%
CC1=C(C(N)=O)C(c2ccncc2)n2nc(-c3ccccc3Cl)nc2N1 (stereo not drawn)	-3%	1%	0%
COc1ccc2nc(N3CCN(C(=O)C4CC4)CC3)sc2c1	8%	-6%	.
Cc1ccccc1C(=O)N1CCC(C(=O)Nc2ccccc2N2CCCC2)CC1	.	-10%	4%
Cc1ccc(C)c(C(=O)Nc2nc3ccccc3[nH]2)c1	5%[0.0935 µM]	6%	7%
COc1ccc(C2C(C#N)C(C#N)N3CCCN23)cc1 (stereo not drawn)	2%	4%	5%
O=C(COC(=O)c1ccc(Cl)nc1)NCCNC(=O)COC(=O)c1ccc(Cl)nc1	0%	-3%	-8%
CC(CCc1ccccc1)NCC(O)c1ccc(O)c(C(N)=O)c1 (stereo not drawn)	5%	-9%	0%&3%&-1%
COc1ccc(C(=O)Nc2nnc(SCC(=O)NC3CCCC3)s2)c(OC)c1	3%	6%	0%
CC(C)CCN(C(=S)Nc1cccc(F)c1)C(C)c1cccs1 (stereo not drawn)	-2%	?	-8%
CN1CCN(c2ccc(-c3nc(-c4ccccc4)no3)cc2[N+](=O)[O-])CC1	11%	-13%	.
CN(c1ccccc1C(=O)O)S(=O)(=O)c1ccc2[nH]c(=O)oc2c1	.	0%	-14%
COc1ccc(N2CCN(C(=O)COC(=O)CCOc3ccccc3C)CC2)cc1	8%[0.505 µM]	-5%	-30%
CCN(CC)CCNc1nc2ccccc2n1C	3%	-10%	2%
CCCCCn1c(CNC(C)=O)nc2ccccc21	0%	-5%	-9%
COc1ccc(CCNC(=O)C(C)n2nc(C)n3c(cc4occc43)c2=O)cc1OC (stereo not drawn)	1%	-15%	-10%
CCOC(=O)Cc1c(C)nc2c(C#N)c(C)nn2c1C	0%	8%	4%
Cc1ccc(-c2nn(-c3ccccc3)cc2CN(Cc2ccccc2)C(=O)CCC(=O)O)o1	-4%	3%	-5%
COc1ccccc1NC(=O)CN1CCN(c2ccccn2)CC1	-1%	1%	7%
COc1cccc(C(=O)CN2C3=NCCCN3c3ccccc32)c1	0%	-6%	8%
CC(Oc1ccccc1)C(=O)N1CCN(c2ncccn2)CC1 (stereo not drawn)	1%	-2%	.
Cn1cc(C=C2C(=O)OC3(CCCCC3)OC2=O)c2ccccc21	10%	-15%	?

One compound at a time, from the list above. Order of screens: TDP1 inh	FEN1 inhibitor	N370S GC
COc1cccc(C(=O)CN2C3=NCCCN3c3ccccc32)c1 as listed: 0%	-6%	8%
COc1ccc(N2CCN(C(=O)COC(=O)CCOc3ccccc3C)CC2)cc1 as listed: 8%[0.505 µM]	-5%	-30%

Next part:
SMILES	TDP1 inh	FEN1 inhibitor	N370S GC
O=S(=O)(c1ccc2c(c1)C(O)c1ccccc1CC2)C(F)(F)F (stereo not drawn)	-4%	-12%	.
COc1cccc(NC(=O)CN(C)CC(=O)NCc2ccc3c(c2)OCO3)c1	0%	20%	.
CC(CN1CCNCC1)(NS(=O)(=O)c1ccccc1)c1ccccc1 (stereo not drawn)	5%	0%	-12%
Cc1nc(-c2ccc(C(=O)Nc3cccc(F)c3)cc2)cs1	.	0%	-10%
COc1ccc(CNC(=S)NCc2ccc(OC(C)C)cc2)cc1	4%	-1%	13%
CC(C)c1nnc(NC(=O)CCC(=O)Nc2ccc3cn[nH]c3c2)s1	-5%	1%	13%
CCCCc1c(C)c(C#N)c2nc3ccccc3n2c1Cl	4%	.	?
Cc1nn2cc(-c3ccc(-c4ccccc4)cc3)nc2s1	-3%	-13%	4%
CN1C(=O)/C(=N\OC(=O)c2ccccc2Cl)c2ccccc21	2%	13%	14%
COC(=O)c1cc2c(cc1NC(=O)c1c(C)nn(-c3ccc(C)cc3)c1-n1cccc1)OCO2	0%	-4%	.

The final seven entries of the section before lead into the next:
SMILES	TDP1 inh	FEN1 inhibitor	N370S GC
Cc1nc(-c2ccc(C(=O)Nc3cccc(F)c3)cc2)cs1	.	0%	-10%
COc1ccc(CNC(=S)NCc2ccc(OC(C)C)cc2)cc1	4%	-1%	13%
CC(C)c1nnc(NC(=O)CCC(=O)Nc2ccc3cn[nH]c3c2)s1	-5%	1%	13%
CCCCc1c(C)c(C#N)c2nc3ccccc3n2c1Cl	4%	.	?
Cc1nn2cc(-c3ccc(-c4ccccc4)cc3)nc2s1	-3%	-13%	4%
CN1C(=O)/C(=N\OC(=O)c2ccccc2Cl)c2ccccc21	2%	13%	14%
COC(=O)c1cc2c(cc1NC(=O)c1c(C)nn(-c3ccc(C)cc3)c1-n1cccc1)OCO2	0%	-4%	.
CN(Cc1ccccc1)C(=O)CCS(=O)(=O)c1cc(Br)cc2c1N(C(=O)C1CC1)CC2	2%	-14%	.
CC(C)Cc1ccc(S(=O)(=O)N2CCN(Cc3noc(CCC(=O)N4CCCCC4)n3)CC2)cc1	3%	14%	.
CCc1nc(SCc2ccccc2C)n[nH]1	.	0%	-4%
COc1cc(N)c(Cl)cc1C(=O)OCCCN1CCCCC1	7%	.	-3%&-7%
CCOC(=O)C1=C(C)NC(=S)NC1c1ccc(C)s1 (stereo not drawn)	0%	3%	4%
COc1cc(OC)c2c(c1C(CCN1CCOCC1)c1ccc(N(C)C)cc1)OC(=O)CC2c1ccc(N(C)C)cc1 (stereo not drawn)	27%	4%&-1%	10µM*
CCC(=O)N1CCc2cc(Br)cc(S(=O)(=O)N3CCN(c4ccccc4OC)CC3)c21	0%	-3%	.
COc1ccccc1CN(C)c1ccc(S(=O)(=O)N2CCN(C)CC2)cn1	2%	1%	.
CCCOC(=O)c1ccc(Oc2c(-c3ccc(OC)cc3O)n[nH]c2C)cc1	4%	?	5%
O=C(Nc1ccc(Cl)c(C(F)(F)F)c1)C1CCCN(S(=O)(=O)c2cnc[nH]2)C1 (stereo not drawn)	1%	-1%	7%
Cc1cc(C)c(NC(=O)Cn2nnc(C(=O)NCc3ccc4c(c3)OCO4)c2N)c(C)c1	-4%	-2%	-14%
CC1(C)CC(NC(=O)COc2ccc([N+](=O)[O-])cc2)CC(C)(C)N1	11%	-4%	-5%
Cc1ccc2cc3cc(C(=O)N(C)c4ccccc4C)oc3nc2c1	2%	-17%	.
COC(=O)c1cc2c(N)c(C(=O)c3ccc(Cl)cc3)sc2nc1C(OC)OC	0%	-16%	1%
CCC(=O)N=c1sc2ccccc2n1-c1ccccc1	6%	7%	5%
CSCCC(NC(=O)c1ccco1)C(=O)N1CC(C)OC(C)C1 (stereo not drawn)	1%	5%	.
COC(=O)c1cc(S(=O)(=O)N2CCOCC2)ccc1Sc1ccccc1N	6%	-5%	9%
COCCCn1c(-c2ccc(OC)cc2)nc2nc3ccccc3nc21	2%	.	16%
COC(=O)c1ccccc1NC(=S)NC(=O)c1ccc2c(c1)OCO2	5%	9%	1%
CCOc1ccc(CN(C(=O)c2cc(=O)c3cc(Cl)ccc3o2)C2CCS(=O)(=O)C2)cc1 (stereo not drawn)	6%	6%	.

Pulled by compound from the entries so far:
SMILES	TDP1 inh	FEN1 inhibitor	N370S GC
COc1cc(SC)ccc1C(=O)N1CCC(Cc2ccccc2)CC1	9%	?	4%
COC(=O)c1cc2c(cc1NC(=O)c1c(C)nn(-c3ccc(C)cc3)c1-n1cccc1)OCO2	0%	-4%	.

(listing goes on)
SMILES	TDP1 inh	FEN1 inhibitor	N370S GC
CNC(=O)COc1ccc(NC(=O)c2ccc(-c3nn(C)c(=O)c4ccccc34)cc2)cc1	-3%	-23%	.
N#C/C(=C\c1ccc(-c2ccc([N+](=O)[O-])cc2Br)o1)C(=O)N1CCN(c2ccccc2)CC1	5%	-16%	2%
CC1Cn2c(nc3sc4c(c3c2=O)CC(C)(C)OC4)N1CCO (stereo not drawn)	.	-9%	-7%
CCOC(=O)c1[nH]c2ccc(OCC)cc2c1NC(=O)CN1CCN(c2ccccc2)CC1	4%	-2%	-3%
CC(Sc1ccsc1[N+](=O)[O-])C(=O)N1CCN(c2ccccn2)CC1 (stereo not drawn)	1%	10%	-10%
CCCc1cc(=O)oc2cc(C)cc(OC(C)C(=O)NCc3ccncc3)c12 (stereo not drawn)	5%	-3%	-5%
CN(CC(=O)Nc1ccc(Cl)cc1)CC(=O)Nc1cc(Cl)ccc1C#N	0%	-10%	5%
O=C(Nc1ccc2c(c1)OCO2)c1c(Cl)nc2sccn12	2%	0%	4%
COc1ccc(-n2nc3c(N4CCC(C(=O)NCCc5ccccc5)CC4)nnc(C)c3c2C)cc1	0%	-1%	.
O=C(CCC(=O)OCC(=O)c1ccc(F)cc1)NC1CCCCC1	-2%	-9%	12%
CCn1c2ccccc2c2nc3cc(OC)c(OC)cc3nc21	.	?	0%
COC(=O)c1ccc(N=C2S/C(=C\c3cc(C)n(-c4cccnc4)c3C)C(=O)N2C)cc1	1%	-18%	2%
O=C(CN1C2CCCC1CC(NC(=O)c1ccccc1)C2)Nc1ccccc1 (stereo not drawn)	4%	-1%	-1%
O=C(CN1CCCCC1)Nc1scc2c1c(=O)oc1ccccc12	6%	2%	0%
Cn1c(SCC(=O)Nc2cccc3ccccc23)nc(O)cc1=O	-4%	1%	-5%
O=C(Nc1ccccc1)C1CCCN(C(=O)c2ccc(Cl)cc2)C1 (stereo not drawn)	1%	-13%	11%
COc1ccccc1C(=O)Nc1ccc(N2CCN(Cc3ccccc3)CC2)cc1	7%	6%	0%
COc1cccc(-c2n[nH]c3c2C(c2cccc(O)c2)N(C)C3=O)c1 (stereo not drawn)	5%	-11%	.
COc1cccc(CN2CCN(Cc3nc4c(s3)CCCC4)CC2CCO)c1 (stereo not drawn)	1%	-2%	-4%
C[C@@H](C(=O)NCC1CC1)[C@H]1C[C@]1(C)[C@H](NC(=O)OCc1ccccc1)c1ccccc1	8%&5%	-17%	-24%&-22%
CCC(C)NC(=O)c1[nH]c2cc(OC)ccc2c1Sc1ccc(C)cc1 (stereo not drawn)	11%	-17%	.
COc1ccc(N2C(=O)CC(Sc3nc4ccccc4s3)C2=O)cc1OC (stereo not drawn)	9%	1%	0%
Cc1cccc(NS(=O)(=O)c2ccc3c(c2)Cc2cc(S(=O)(=O)Nc4cccc(C)c4C)ccc2-3)c1C	4%	2%	-5%
COc1cccc2cc(C(=O)N3CCN(c4ccc(C)cc4C)CC3)c(=O)oc12	7%	-20%	-2%
COc1ccccc1N1CN(Cc2ccccc2)CNC1=S	3%	7%	4%
Cc1n[nH]c(=O)c2c(NC(=O)CSc3ccc(F)cc3)oc(C)c12	-8%	5%	0%
Cc1c(C(=O)O)oc2ccc(S(=O)(=O)NC3CCCCCCC3)cc12	0%	1%	0%
O=S(=O)(c1ccccc1)N1CCN(S(=O)(=O)c2ccccc2)CC1	1%	-49%	.
CCOC(=O)c1cccc(NC(=O)CN(C)S(=O)(=O)c2cnc[nH]2)c1	9%	-2%	-2%
CC[C@H](C)[C@@H]1NC(=O)c2cc([N+](=O)[O-])cc(F)c2OCC[C@@H](C(N)=O)NC(=O)[C@H](CCCCN)NC1=O	-3%	2%	0%
COc1cccc(-c2cc(C(=O)NCC3CCCO3)c3cc(Br)cc(C)c3n2)c1 (stereo not drawn)	1%	10%	-3%
Cc1ccccc1-c1cc(C(=O)n2cccn2)c2cc(Cl)ccc2n1	4%	16%	3%
CCOc1ccccc1NC(=O)C1CCN(S(=O)(=O)c2c(C)noc2/C=C/c2ccco2)CC1	5%	-20%	.
O=C(Nc1ccc(N2CCN(C(=O)c3cccs3)CC2)cc1)c1cccnc1	3%	11%	5%
CCSc1nc2sc3c(c2c(=O)n1-c1ccc(C)cc1)CCCC3	-1%[12.3 µM]	-4%	.
CC(C)(C)OC(=O)N1CCC(CNC(=O)c2cccs2)CC1	1%	-7%	9%
O=C(/C=C/c1ccc2c(c1)OCO2)NCCCN1CCOCC1	0%	11%	-18%
CC(OC(=O)Cc1ccccc1[N+](=O)[O-])C(=O)Nc1ccc(Cl)cn1 (stereo not drawn)	3%	-6%	-6%
CCN1CCc2c(OCC(=O)Nc3ccc4c(c3)OCCO4)cccc2C1=O	4%	.	-22%
CC(=O)Nc1ccc(Oc2cnc3ccccc3n2)cc1	5%	-10%	2%
O=S(=O)(c1ccc2nc(N3CCN(c4ccccc4)CC3)ccc2c1)N1CCCCC1	1%&0%	20%&22%	0%
